FH mod = Identification of activators of human fumarate hydratase by quantitative high-throughput screening; 54,000 compounds, 0.22% hits; FH coupled MDH/diaphorase resazurin fluorescence, 15 min; AID 1347055, 2019; Potency, µM (titrated, usually from 79.9 µM), for the others: at the top dose activity change, negative = inhibition, actives largely listed as inhibitors; Fumarate hydratase, mitochondrial (Homo sapiens), P07954; note: potency is the fitted concentration of half-maximal effect; % is set by controls: 0 for no effect and ±100 for the full control effect; the screen sought activators but most active calls are inhibition curves; nearly all actives have a fitted effect of over 45% in size
p53null 32C tox = qHTS Screen for Compounds that Selectively Target Cancer Cells with p53 Mutations: Cytotoxicity of p53 Null Cells at the Permissive Temperature; H1299-neo p53 null cells, ATP luminescence, 24 h, 32C; Potency, µM (highest dose often 46.1 µM), inactives show at the top dose activity change, negative = cytotoxicity, usual class: cytotoxic; 55,000 compounds, 0.62% hits; AID 903, 2007;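 note: potency is the fitted concentration of half-maximal effect; 0% = DMSO only and -100% = full killing by 100 µM tamoxifen; nearly all actives have a fitted effect of over 55% in size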
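Luminescent ATP readout gave cell viability of p53-null H1299-neo cells after a 24 h compound exposure at the permissive 32C. Titrations ran up to 46 uM, and AC50s were fitted with the standard Hill equation.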
GALK inhibitor = qHTS Assay for Inhibitors of Human Galactokinase (GALK): NCGC Sytravon Library Screen. Potency, µM (series often up to 57.5 µM), for the others: top-dose activity, negative = inhibition, hits mostly inhibitors. 44,000 tested, under 10 active. recombinant GALK, Kinase-Glo ATP luminescence, 1 h. P51570. AID 1347072, 2019;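 note: plate controls were full GALK reaction for no effect and reaction lacking GALK for full effect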
Target sequence (P51570 whole entry, looked up): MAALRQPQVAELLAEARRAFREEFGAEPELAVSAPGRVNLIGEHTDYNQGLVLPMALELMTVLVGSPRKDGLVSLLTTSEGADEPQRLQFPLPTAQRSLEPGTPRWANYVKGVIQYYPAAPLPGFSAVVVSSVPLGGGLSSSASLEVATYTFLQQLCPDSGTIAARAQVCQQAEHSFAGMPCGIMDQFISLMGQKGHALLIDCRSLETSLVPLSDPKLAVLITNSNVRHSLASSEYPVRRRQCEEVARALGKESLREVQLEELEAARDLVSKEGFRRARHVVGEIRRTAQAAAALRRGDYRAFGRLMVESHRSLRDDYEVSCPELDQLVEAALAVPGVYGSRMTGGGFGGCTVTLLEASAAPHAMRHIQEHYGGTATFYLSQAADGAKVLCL
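Human GALK (5 nM) was incubated with 35 uM ATP and 100 uM galactose in 20 mM HEPES pH 8.0 with MgCl2, NaCl, DTT and BSA for 1 h at room temperature. Remaining ATP was measured by Kinase-Glo Plus luminescence.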
p53null 39C tox = qHTS Screen for Compounds that Selectively Target Cancer Cells with p53 Mutations: Cytotoxicity of p53 Null Cells at the Nonpermissive Temperature; 55,000 compounds, 0.97% hits; Potency, µM (top dose mostly 46.1 µM), for the others: at the top dose activity, negative = cell killing, actives largely listed as cytotoxic; H1299 p53-null (neo) cells, 39C, ATPlite viability, 24 h; AID 904, 2007;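 note: potency is the fitted concentration of half-maximal effect; 0% = DMSO only and -100% = full killing by 100 µM tamoxifen; nearly all actives have a fitted effect of over 50% in size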
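H1299 lung cancer cells, p53-null (H1299-neo) or expressing p53 A138V (H1299-p53A138V), were plated overnight at 37C, then exposed to compounds at up to 46 uM for 24 hr at 39C. Viability was read by ATP-based luminescence.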
B2AR arrestin ag = qHTS assay of beta-arrestin-biased ligands of beta2-adrenergic receptor: NCGC Sytravon Library Screen; Potency, µM (series often up to 46.1 µM), for the others: top-dose activation, actives largely listed as activators; HTLA Tango cells, beta-arrestin recruitment, luciferase luminescence, 18 h; 44,000 tested, under 10 active; Beta-2 adrenergic receptor (Homo sapiens), P07550;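 note: potency is the fitted concentration of half-maximal effect; 0% = DMSO and full agonism = EC100 isoproterenol or metaproterenol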
Target sequence (P07550 whole entry, looked up): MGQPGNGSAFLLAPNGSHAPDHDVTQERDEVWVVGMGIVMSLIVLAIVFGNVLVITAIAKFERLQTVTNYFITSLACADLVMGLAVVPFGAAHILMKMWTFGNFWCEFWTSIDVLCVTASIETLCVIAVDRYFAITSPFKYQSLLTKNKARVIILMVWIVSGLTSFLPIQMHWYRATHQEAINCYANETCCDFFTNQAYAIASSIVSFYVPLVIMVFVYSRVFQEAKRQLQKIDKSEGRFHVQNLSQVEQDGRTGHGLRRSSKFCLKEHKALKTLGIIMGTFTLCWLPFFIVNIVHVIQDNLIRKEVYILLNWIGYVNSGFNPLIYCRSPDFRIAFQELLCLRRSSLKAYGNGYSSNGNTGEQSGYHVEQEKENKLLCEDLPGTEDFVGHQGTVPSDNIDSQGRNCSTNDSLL
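First, Tango cells carrying beta2-AR and beta-arrestin fusions received compound up to 46 microM. After 18 hr at 37 degrees C, luciferase substrate was added for 15 minutes, then luminescence gave %Activity for curve fitting.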
NTMT1 inh = Primary qHTS for Inhibitors of N-terminal methyltransferase 1 (NTMT1): MTaseGlo Assay; N-terminal Xaa-Pro-Lys N-methyltransferase 1 (Homo sapiens), Q9BV86; 59,000 compounds, 2.5% hits; NTMT1 MTase-Glo SAH luminescence, purified enzyme; Potency, µM (titrated, usually from 114 µM), for the others: top-dose activity change, negative = inhibition, hits mostly inhibitors; AID 1645870, 2021;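 note: potency is the fitted concentration of half-maximal effect; plate controls were DMSO vehicle for no effect and no enzyme for full effect; nearly all actives have a fitted effect of over 65% in size; many of its hits are not listed in these tables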
Target sequence (Q9BV86 whole entry, looked up): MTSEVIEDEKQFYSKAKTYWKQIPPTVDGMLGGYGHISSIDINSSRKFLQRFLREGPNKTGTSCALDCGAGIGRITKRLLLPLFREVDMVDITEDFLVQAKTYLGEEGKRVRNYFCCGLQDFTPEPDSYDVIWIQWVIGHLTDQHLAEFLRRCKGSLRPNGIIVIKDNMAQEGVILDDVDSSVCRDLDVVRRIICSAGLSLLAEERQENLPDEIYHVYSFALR
PTAP-TSG101 blk = qHTS Validation Assay for Inhibitors of HIV-1 Budding by Blocking the Interaction of PTAP/TSG101: Sytravon Library Screen; Tumor susceptibility gene 101 protein (Homo sapiens), Q99816; Potency, µM (titrated, usually from 115 µM), for inactives: top-dose activity change, negative = inhibition, usual class: inhibitors; AID 1347069, 2019; 44,000 tested, under 10 active; Fluorescence polarization, FITC-PTAP peptide/Tsg101, 20 min; note: potency is the fitted concentration of half-maximal effect; 0% is about no effect
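Fluorescence polarization: Tsg101 binding domain (10 uM final) in 10 mM HEPES pH 7.5, 0.15 M NaCl, 0.01% Tween 20, 3 mM EDTA, 0.1 mM TCEP; compounds pinned; FITC-PTAP peptide 50 nM final; 20 min, r.t.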
Active calls of the source: *; ? = inconclusive; . = not tested or not shown; [ ] = another dose, or the depositor's remark. Calls come from the whole dose curve; as a rule, active = well fitted curve in the direction sought with a large enough effect; inconclusive = small, poorly fitted or top-dose-only effect, or another doubt; inactive = no such curve, though single readings can be large; an effect the other way counts as inactive or inconclusive.

SMILES | FH mod | p53null 32C tox | GALK inhibitor | p53null 39C tox | B2AR arrestin ag | NTMT1 inh | PTAP-TSG101 blk
Cc1cc(C)c(NC(=O)CSc2nccn2-c2cccc(Cl)c2)c(C)c1 | -27% | 1% | 3% | -14% | 0% | -16% | -5%
CCN(CC)S(=O)(=O)c1cc(-c2onc(C)c2C)ccc1OC | -7% | -4% | 2% | -27% | 1% | -3% | -6%
Cc1oc2ncnc(N3CCOCC3)c2c1C(=O)NCCc1ccccc1 | 0% | -6% | -3% | 1% | 1% | -3% | -2%
CCOc1ccc(N2CC(c3nc4ccccc4n3CCOc3ccc(OC)cc3)CC2=O)cc1 (configuration not stated) | -13% | ? | 1% | ? | 0% | -3% | -2%
Cc1ccc(Cl)cc1N1C(=O)N(Cc2ccc(C#N)cc2)c2ccccc2S1(=O)=O | -11% | -4% | -6% | -4% | -3% | 1% | 0%
CCC(=O)Nc1ccccc1-c1nc2ccccc2n(CC(=O)c2ccc(Cl)cc2)c1=O | -12% | 7% | 1% | 5% | -3% | 8% | 9%
CCCn1c(=O)c2sccc2n2c(CCCC(=O)Nc3ccc(C)c(F)c3)nnc12 | 9% | -2% | 2% | -2% | 3% | ? | -7%
O=C(Nc1ccc2oc(-c3ccc4ccccc4c3)nc2c1)c1ccccc1F | 2% | -17% | -2% | 0% | 0% | -7% | -3%
Cc1cccc(NC(=O)C2(C)Cc3ccccc3C(=O)O2)c1 (configuration not stated) | 3% | -4% | -10% | -21% | -1% | 19% | 0%
COc1ccc(NC(=O)Cn2c(=O)n(-c3ccc(CC(=O)NCC4CCCO4)cc3)c(=O)c3ccccc32)c(OC)c1 (configuration not stated) | 4% | 5% | 2% | -7% | 1% | -5% | -5%
COc1cc(C(=O)N2CCC(c3nc4ccccc4o3)CC2)cc(OC)c1OC | 4% | -7% | 1% | 2% | -1% | 16% | -1%
CCOc1ccc(CNC(=O)c2ccc(NC(=O)N3CCSc4ncccc43)cc2)cc1OC | 7% | -4% | 3% | -6% | 0% | 14% | 0%
CC(C)CCN1C(=O)c2ccccc2CC1(C)C(=O)NC1CCCCC1 (configuration not stated) | -16% | -6% | 3% | 14% | 0% | 2% | -7%
COc1ccc(NC(=O)c2c(N)c(C(=O)c3ccc(C)cc3)n3ccccc23)cc1OC | -10% | -10% | -4% | -11% | -3% | 20% | -3%
Cc1c(-c2nc(-c3ccc4c(c3)[nH]c(=O)n4C)no2)cccc1[N+](=O)[O-] | 7% | -5% | 0% | 13% | 0% | 21% | -3%

Complete entries from above. Order of values: FH mod | p53null 32C tox | GALK inhibitor | p53null 39C tox | B2AR arrestin ag | NTMT1 inh | PTAP-TSG101 blk
COc1ccc(NC(=O)Cn2c(=O)n(-c3ccc(CC(=O)NCC4CCCO4)cc3)c(=O)c3ccccc32)c(OC)c1 (configuration not stated) in the list: 4% | 5% | 2% | -7% | 1% | -5% | -5%
COc1cc(C(=O)N2CCC(c3nc4ccccc4o3)CC2)cc(OC)c1OC in the list: 4% | -7% | 1% | 2% | -1% | 16% | -1%
CCCn1c(=O)c2sccc2n2c(CCCC(=O)Nc3ccc(C)c(F)c3)nnc12 in the list: 9% | -2% | 2% | -2% | 3% | ? | -7%
CCC(=O)Nc1ccccc1-c1nc2ccccc2n(CC(=O)c2ccc(Cl)cc2)c1=O in the list: -12% | 7% | 1% | 5% | -3% | 8% | 9%

(next part)
SMILES | FH mod | p53null 32C tox | GALK inhibitor | p53null 39C tox | B2AR arrestin ag | NTMT1 inh | PTAP-TSG101 blk
COc1ccc(NC(=O)CCc2nnc3n(C)c(=O)c4sccc4n23)cc1 | -4% | 14% | 8% | 12% | 1% | 6% | -1%
CC(C)c1ccc(NC(=O)CN2C(=O)COc3ccc(S(=O)(=O)N4CCCCC4)cc32)cc1 | -16% | -2% | ? | -14% | 1% | 20% | -1%
CCCCC(=O)NC1(C(F)(F)F)C(=O)Nc2c1c(=O)[nH]c(=O)n2-c1ccc(C)c(C)c1 (configuration not stated) | 3% | -5% | 0% | 9% | 1% | 7% | 2%
O=C(NCCc1ccccc1)c1ccc2c(c1)CCN2S(=O)(=O)c1ccccc1 | -29% | 5% | -9% | -10% | 0% | -12% | -1%
Cc1cc(C)c(NC(=O)C2CCN(c3nn4c(=O)cc(C)nc4s3)CC2)c(C)c1 | -3% | 1% | 8% | -30% | -2% | 9% | -2%
COCCn1c(CCC(=O)Nc2ccc(OC)c(OC)c2)nc2cccnc21 | -9% | -6% | 7% | -9% | -2% | 1% | 0%
CCOC(=O)c1cc(S(=O)(=O)Nc2ccccc2OCC)[nH]n1 | -4% | 4% | -4% | -3% | 3% | 10% | -7%
Cc1cccc(OCCSc2nc3ccc(NC(=O)c4cccs4)cc3s2)c1 | -16% | -6% | -7% | 10% | -5% | ? | 7%
CCOC(=O)N1CCN(c2ncc3c(n2)CC(c2ccccc2O)CC3=O)CC1 (configuration not stated) | -15% | -8% | 1% | -10% | 1% | -23% | -8%
Cc1csc2nc(-c3cccc(NC(=O)c4ccccc4F)c3)cn12 | ? | ? | -1% | 11µM* | -1% | -9% | -4%
CCC(C)NC(=O)Cn1c(=O)ccc2cc(S(=O)(=O)N3CCCC3)ccc21 (configuration not stated) | 8% | 1% | -1% | 21% | 1% | -1% | -9%
O=C(CSc1nccn1Cc1ccc(F)cc1)NCc1ccc(F)cc1 | 5% | -1% | 2% | 8% | 1% | ? | -6%
CC1CCc2nc3ncn(CC(=O)Nc4cccc(C#N)c4)c(=O)c3cc2C1 (configuration not stated) | -3% | -7% | -5% | ? | 2% | -6% | -1%
CCOC(=O)c1ccc(N2C(=O)c3n[nH]c(-c4ccco4)c3C2c2ccc(O)c(OCC)c2)cc1 (configuration not stated) | ? | 8% | 1% | 27% | 0% | 2% | -11%
CCOC(=O)c1cccc(NC(=O)c2cc(C)nc3c2c(C)nn3-c2ccc(C)cc2)c1 | -7% | -3% | 0% | -11% | 0% | 6% | 0%
CCOc1ccc(NC(=O)Cn2ccn(-c3ccc(F)c(F)c3)c(=O)c2=O)cc1 | -7% | 19% | 3% | 19% | 3% | -23% | 2%
Cc1cc(C)cc(NC(=O)C(=O)NCC(c2ccc3c(c2)OCO3)N2CCOCC2)c1 (configuration not stated) | -16% | -5% | -6% | 9% | 0% | 5% | 0%
Cc1ccc(NC(=O)CSc2cn(CC(=O)N3CCOCC3)c3ccccc23)cc1Cl | ? | 9% | 0% | -5% | 0% | 15% | -4%
CCOc1ccc(-c2nonc2NC(=O)c2oc3ccc(Br)cc3c2C)cc1 | -13% | 13µM* | -6% | ? | -2% | 25% | -2%
CCC1Oc2ccc(C)cc2N(CC(=O)NCCc2ccccc2)C1=O (configuration not stated) | 2% | -2% | 3% | 20% | -1% | 14% | -1%
Cc1cc(NC(=O)C2CCN(S(=O)(=O)c3cccc4nsnc34)CC2)ccc1Br | -8% | -5% | 0% | 1% | 0% | 4% | -1%
Cc1c(Cl)cccc1NC(=O)C1CCCN(c2ncnc3onc(C)c23)C1 (configuration not stated) | -2% | -9% | 1% | -15% | -1% | 4% | -1%
COc1cccc2cc(-c3nc4sc(C(=O)Nc5ccc(F)cc5F)c(C)c4c(=O)[nH]3)c(=O)oc12 | 3% | -11% | 1% | 21% | 2% | -26% | -15%
Cc1oc2ncnc(N3CCCCC3)c2c1C(=O)N1CCN(c2cccc(C(F)(F)F)c2)CC1 | -8% | 5% | 0% | -13% | 0% | 9% | -2%
Cc1nn(-c2ccc(N3CCCC3)nn2)c(C)c1CCC(=O)NCc1ccc(F)cc1 | . | 6% | 1% | -13% | 0% | . | -1%
Cc1cccc(CCNC(=O)CN(c2ccc(C(C)C)cc2)S(=O)(=O)c2c(C)nn(C)c2C)c1 | -10% | -2% | 0% | -18% | 0% | 0% | 1%
Cc1ccc2oc(C(=O)Nc3sc4c(c3C(=O)NCC3CCCO3)CCC4)cc(=O)c2c1 (configuration not stated) | -9% | -1% | 0% | 3% | 1% | 12% | 0%
COc1cccc(CNC(=O)C2CCCN(c3nc4ccccc4n4cccc34)C2)c1 (configuration not stated) | -19% | 0% | 0% | -17% | 1% | 3% | -6%
Cc1cc(OC(C)C(=O)N2CCN(CCc3ccccn3)CC2)ccc1Cl (configuration not stated) | ? | -4% | 1% | ? | -4% | -15% | 0%
Cc1ccc2oc(=O)n(CCCOc3ccc(Cl)cc3)c2c1 | ? | -4% | 2% | -12% | 1% | -3% | -10%
CCCc1ccc(OCC(=O)Nc2scc(-c3cccs3)c2C(=O)OC)cc1 | -9% | -8% | 2% | 19% | -1% | ? | -6%
COc1ccccc1NC(=O)Cn1c(=O)n(Cc2nc(C)no2)c(=O)c2cc3c(cc21)OCO3 | 4% | 0% | 2% | 10% | -1% | -3% | -5%
CCN(CC)C(=O)Nc1ccc2c(c1)N(Cc1ccccc1)C(=O)c1ccccc1S2 | -26% | -4% | 4% | 5% | -2% | 20% | 10%
Cc1ccc(CNC(=O)c2ccc3c(c2)CCN3S(=O)(=O)c2ccc(Br)cc2)cc1 | -20% | -3% | 7% | 8% | -2% | -12% | -4%
Cc1cccc(NS(=O)(=O)c2ccc3c(c2)CCN3C(=O)C2CC2)c1C | -19% | 25% | 0% | 3% | -2% | 8% | -1%
COc1ccc(C(=O)Nc2nnc(SCc3cc(=O)n4cc(Cl)ccc4n3)s2)cc1 | -18% | -14% | 1% | -4% | 0% | 16% | 3%
O=C(CNC(=O)c1ccccc1Cl)OCc1cc(=O)n2ccsc2n1 | 0% | -2% | 0% | 1% | 3% | -3% | 2%
CCOc1ccc(S(=O)(=O)c2c(C(=O)c3ccc(C)c(C)c3)cnc3ccccc23)cc1 | -12% | 15% | -3% | 45%[activator] | 0% | 16% | 15%
Cc1[nH]c2ccccc2c1C(c1ccccc1)c1cccs1 (configuration not stated) | ? | 0% | -3% | -8% | 0% | -5% | 0%
CCOCCCNc1ncnc2onc(C)c12 | -7% | 2% | 3% | -10% | 0% | 11% | -1%
CCc1ccc(-n2c(=O)c3cccnc3n2CC(=O)NCc2ccccc2)cc1 | -8% | 22% | -2% | 40%[activator] | -1% | -1% | -1%

Assay outcomes (PubChem)

Not all compounds are listed, so the mix of outcomes need not match the whole.
